CHO-K1 Ca antag – M1 antagonist counterscreen hit in parental CHO-K1 cells. ATP-induced calcium, Fluo-8 fluorescence. inhibition, % at 3 µM. hit rate 0.6% among 360,000. AID 602250;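 active means inhibition above a per-plate cutoff, the plate's mean sample inhibition plus 3 SD, cut at about 24% in these data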;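 further: 0% = DMSO plus EC80 ATP and 100% = DMSO alone without ATP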
M1 PAM parental – counter-screen for M1 PAMs: effect in parental CHO-K1 cells; ATP EC20, Fluo-8 calcium fluorescence; 0% at ATP EC20, 100% at ATP max; activation, % at 3 µM; hit rate 0.02% among 360,000; AID 602247;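 active means activation above the run cutoff, the mean activation of all test compounds plus 3 SD, cut at about 40% in these data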;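 further: peak over basal fluorescence ratio in a 140 s read after ATP addition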
TAAR1 antagonist – human TAAR1 antagonism; Q96RJ0; CHO RD-HGA16 TAAR1, Fluo-8 calcium fluorescence, antagonist; inhibition, % at 3 µM; hit rate 1.5% among 360,000; AID 624466;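 active means inhibition above a per-plate cutoff, the mean inhibition of test compounds on that plate plus 3 SD, cut at about 49% in these data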;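 further: 0% = DMSO plus EC80 beta-PEA response and 100% = DMSO alone without agonist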
Target sequence (Q96RJ0 whole entry, looked up): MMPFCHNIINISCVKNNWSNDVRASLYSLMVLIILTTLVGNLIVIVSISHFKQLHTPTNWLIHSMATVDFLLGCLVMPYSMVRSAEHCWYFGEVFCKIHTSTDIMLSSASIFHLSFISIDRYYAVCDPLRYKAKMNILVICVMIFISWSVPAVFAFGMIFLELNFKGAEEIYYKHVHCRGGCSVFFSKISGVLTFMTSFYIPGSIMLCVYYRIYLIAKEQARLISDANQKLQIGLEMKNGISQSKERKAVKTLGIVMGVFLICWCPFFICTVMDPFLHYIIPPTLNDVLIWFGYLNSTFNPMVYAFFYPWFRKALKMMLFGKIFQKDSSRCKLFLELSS
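Assay system: RD-HGA16 CHO cells with stable hTAAR1 and Gα16 / Reagent: EC80 β-phenethylamine stimulus / Doses: 3 µM, single point / Timing: dye loading 75 min at 37 °C, then 30 min room temperature / Measured by: Fluo-8 intracellular calcium dye fluorescence, real-time kinetic reads / Controls: vehicle wells and EC80 agonist wells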
CHO parental Ca – counter-screen for OX1R antagonists: effect in parental CHO cells. parental CHO-K1, ATP-induced calcium, Fluo-8 fluorescence. inhibition, % at 5.6 µM. hit rate 0.63% among 330,000. AID 463079;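 active means inhibition above that plate's mean sample inhibition plus 3 SD, cut at about 26% in these data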;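 further: 0% = ATP-challenged DMSO wells and 100% = DMSO wells without ATP; some compounds past the cut are filed as inactive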
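Test system: untransfected parental CHO cell line; also added: ATP stimulus; dosing: 5.6 µM, single dose; signal: calcium-sensitive Fluo-8 fluorescence; measure: percent inhibition of ATP-evoked calcium rise, normalized to controls; benchmarks: low control ATP plus DMSO, high control DMSO only; replication: one well per compound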
M1 ag – human M1 muscarinic receptor agonism; AID 588814; P11229; hit rate 0.33% among 360,000; activation, % at 3 µM; CHO-K1 hM1, Fluo-8 calcium fluorescence, agonist mode; 0% DMSO, 100% acetylcholine EC100;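 active means activation above the run's mean compound activation plus 3 SD, cut at about 16% in these data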;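 further: peak over basal fluorescence ratio within a 140 s kinetic read after compound addition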
Target sequence (P11229 whole entry, looked up): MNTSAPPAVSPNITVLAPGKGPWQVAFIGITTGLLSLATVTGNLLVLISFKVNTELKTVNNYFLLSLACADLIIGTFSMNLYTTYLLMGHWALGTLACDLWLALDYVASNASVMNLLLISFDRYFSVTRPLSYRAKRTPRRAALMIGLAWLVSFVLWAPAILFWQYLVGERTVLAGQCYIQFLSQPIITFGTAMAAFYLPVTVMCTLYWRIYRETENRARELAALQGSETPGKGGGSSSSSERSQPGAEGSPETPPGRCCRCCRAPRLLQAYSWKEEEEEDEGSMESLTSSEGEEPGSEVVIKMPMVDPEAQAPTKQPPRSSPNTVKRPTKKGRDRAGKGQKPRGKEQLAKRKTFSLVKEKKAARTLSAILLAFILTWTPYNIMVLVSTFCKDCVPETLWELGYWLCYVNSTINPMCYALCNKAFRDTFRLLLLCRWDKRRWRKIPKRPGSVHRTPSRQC
TAAR1 ag – agonists of human TAAR1 | Q96RJ0 | CHO RD-HGA16 TAAR1, Fluo-8 calcium fluorescence; vehicle wells 0%, saturating PEA agonist 100% | AID 624467 | hit rate 0.99% among 360,000 | activation, % at 3 µM;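 active means activation above the mean activation of all test compounds in the run plus 3 SD, cut at about 38% in these data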
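Benchmarks: low control DMSO, high control PEA (EC100); System: CHO RD-HGA16 cells carrying human TAAR1 plus Gα16; Detection: Fluo-8 fluorescence, 5 s baseline then 140 s kinetic read; Schedule: 17-24 h plating, Fluo-8 75 min 37 °C, 30 min RT; Read-out basis: % activation from peak over basal fluorescence ratio, DMSO-to-PEA scaled.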
M1 ag parental – nonselective activator or artifact in parental CHO-K1 cells | AID 602248 | hit rate 0.48% among 360,000 | activation, % at 3 µM | Fluo-8 calcium fluorescence; scaled to maximal ATP response, vehicle zero; in the data active means activation above about 15%;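 further: untransfected CHO-K1 host cells lacking M1 receptor as counterscreen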
M1 antag – blocks human M1 muscarinic receptor; P11229; inhibition, % at 3 µM; CHO-K1 hM1, Fluo-8 calcium fluorescence, ACh EC80 antagonist; hit rate 1.3% among 360,000;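 active means percent inhibition above its own plate's cutoff, namely the mean of that plate's compound wells plus 3 SD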;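 further: peak over basal fluorescence ratio during 140 s after agonist addition; 0% = ACh EC80 plus DMSO and 100% = DMSO alone without agonist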
CHRM1 PAM – potentiates human M1 receptor response to acetylcholine | AID 588819 | CHO-K1 hM1, Fluo-8 calcium fluorescence, ACh EC20; 0% = ACh EC20, 100% = maximal ACh | hit rate 0.088% among 360,000 | activation, % at 3 µM; in the data active means activation above about 19%, passing the limit was not always enough
Starred values were filed as active, the others as inactive; nt = no result given.

Values run as follows: TAAR1 antagonist, M1 antag, M1 ag, TAAR1 ag, CHO parental Ca, CHO-K1 Ca antag, M1 PAM parental, M1 ag parental, CHRM1 PAM
- C[C@H]1CN=C(N(C)C)N1CCC1CCCC1
  13, 3, -11, 0, -3, 0, 1, 0.2, 4
- Cc1ccc(-n2nc3c(c2NC(=O)c2cccs2)CSC3)cc1
  -12, -2, -1, 2, -14, 4, -7, 0.0, 3
- Cc1ccc(C)c(-n2cc[nH]c2=S)c1
  -25, -2, -8, 1, -15, 8, 10, 0.0, 7
- CC(=O)COc1cccc2ccc(/C=C/c3ccc(Br)s3)nc12
  35, -32, 1, 3, -21, 2, -13, 1.3, 21
- NC(=O)c1nsc(C(=O)N(CC(=O)NC2CCCC2)c2cccc(C(F)(F)F)c2)c1N
  5, -8, 2, 3, -19, -14, 7, 2.0, 6
- COc1cc(N2Cc3ccccc3C2)ccc1C=O
  7, -21, -1, -1, -13, 9, 16, -0.1, 15
- COc1ccc(OC)c2c(C)cc(N3CCCCCC3)nc12
  -9, -7, -9, 1, nt, 1, 6, -0.8, -6
- CC(=O)NS(=O)(=O)c1ccc(NC(=O)CCC2CCCC2)cc1
  7, -4, -4, 0, -4, -11, 16, 1.0, 6
- c1ccc2c(N3CCOCC3)nc(N3CCOCC3)nc2c1
  2, -34, -3, 11, 1, 0, 12, 0.2, 8
- O=[N+]([O-])c1ccc(COc2ccc(-c3[nH]ncc3-c3ccccc3)c(O)c2)cc1
  28, -1, -3, 20, -10, 6, 13, 1.0, 4
- CCOCCCNC(=O)CCC(=O)NNc1nc2ccccc2c2nc(C)nn12
  1, -15, -7, 2, -9, -11, 21, 0.2, 13
- CN(C)c1c2ccccc2nc2c(F)c(F)c(F)c(F)c12
  nt, 0, 2, nt, -10, -8, 21, 2.6, 8
- CC(=O)N1CCc2cc(Br)cc(S(=O)(=O)N3CCN(C(=O)c4ccco4)CC3)c21
  3, 18, -2, 6, -16, 24*, -7, 0.6, -10
- COc1cccc(NC(=S)NCc2ccccn2)c1
  -3, -13, -4, 1, -16, -11, 16, -0.1, -2
- O=C(COC(=O)C1=Cc2ccccc2OC1)NCc1ccc(F)cc1
  nt, -5, -3, nt, nt, 1, -10, 0.8, 11
- CCc1cc2c(NC(Cc3ccccc3)C(=O)O)nc(C)nc2s1 (stereo not given)
  -9, -10, -3, 1, -2, 8, 15, 0.4, 10
- CN1N=C(C(=O)Nc2ccc3c(c2)CCC3)CCC1=O
  -5, 10, -3, -1, -14, -11, 19, 1.0, 0
- Cc1cc(C)c(C)c(OCCN2CCOCC2)c1
  -25, -13, -8, 2, -7, -14, 16, 0.9, 4
- Cc1c(N=Cc2nc3ccccc3[nH]2)c(=O)n(-c2ccccc2)n1C
  -9, 0, -4, 8, -13, 31*, -6, -0.2, 1
- O=C(O)C1CCCCC1C(=O)NC1CCCCC1 (stereo not given)
  1, -19, 2, 12, 4, -35, 2, 0.2, 7
- O=C1C(=O)N(CCOCCO)C(c2ccccn2)/C1=C(\O)c1ccccc1 (stereo not given)
  2, -15, -4, 3, -4, 3, 13, 0.5, 6
- O=C(NC1CCCC1)c1noc2c1CCCCC2
  -3, 37*, -4, 8, 9, -5, 11, -0.4, -19
- COc1ccc(CNC(=S)N/N=C/c2ccc(O)c(OC)c2)cc1
  -21, -13, -4, 1, -18, -11, 23, 0.1, 3
- O=C(NC1(C(F)(F)F)C(=O)Nc2c1c(=O)[nH]c(=O)n2Cc1ccccc1)c1ccco1 (stereo not given)
  -5, -18, -6, 3, -1, -4, 14, 0.5, 16
- Cc1cc(C)c(S(=O)(=O)N2CCCC(C(=O)NC3CC3)C2)c(C)c1 (stereo not given)
  -19, -23, 1, 4, -3, -6, 22, 2.2, 12
- O=C(CN1C(=O)S/C(=C/c2ccc(N3CCOCC3)cc2)C1=O)N1CCOCC1
  -4, 11, -4, 3, -3, 16, -11, 0.0, -1
- CC(NC(C(=O)c1ccccc1)c1ccccc1)c1ccccc1 (stereo not given)
  -12, -3, -7, -1, nt, -5, 9, -0.9, 5
- CCOC(=O)Cn1c(=O)n(Cc2ccc(C)cc2)c(=O)c2cccnc21
  -15, 5, -3, 3, -14, -5, 1, 1.8, -3
- O=C1c2ccccc2CCC12OC2c1ccncc1 (stereo not given)
  -12, -19, -3, 2, nt, -10, 26, 1.0, 13
- Cc1ccc(S(=O)(=O)N2CCN(C(=O)COC(=O)Cc3ccc(F)cc3)CC2)c(C)c1
  3, -3, 1, 1, nt, -10, 2, 5.4, 2

M1 antag: what is marked active above
smiles	TAAR1 antagonist	M1 antag	TAAR1 ag	CHRM1 PAM
O=C(NC1CCCC1)c1noc2c1CCCCC2	-3	37*	8	-19

Some of the entries above in a different format.
canonical_smiles	TAAR1 antagonist	M1 antag	M1 ag	TAAR1 ag	CHO parental Ca	CHO-K1 Ca antag	M1 PAM parental	M1 ag parental	CHRM1 PAM
c1ccc2c(N3CCOCC3)nc(N3CCOCC3)nc2c1	2	-34	-3	11	1	0	12	0.2	8
CCc1cc2c(NC(Cc3ccccc3)C(=O)O)nc(C)nc2s1 (stereo not given)	-9	-10	-3	1	-2	8	15	0.4	10
CC(=O)COc1cccc2ccc(/C=C/c3ccc(Br)s3)nc12	35	-32	1	3	-21	2	-13	1.3	21
COc1ccc(OC)c2c(C)cc(N3CCCCCC3)nc12	-9	-7	-9	1	nt	1	6	-0.8	-6

The list continues:
Values run as follows: TAAR1 antagonist, M1 antag, M1 ag, TAAR1 ag, CHO parental Ca, CHO-K1 Ca antag, M1 PAM parental, M1 ag parental, CHRM1 PAM
- CCCC(=O)NC(c1ccccc1Cl)c1c(O)ccc2ccccc12 (stereo not given)
  -7, -6, -8, -1, -11, -13, 9, 2.2, -2
- COc1cccc(/C=N/Nc2nc3ccccc3n3cnnc23)c1O
  -1, -2, -10, 5, -2, -9, 14, 1.4, 4
- CCN1C(=O)[C@H]2[C@@H](c3ccc(C)cc3)N[C@]3(CCCN(Cc4cccn4C)C3=O)[C@H]2C1=O
  13, -21, -6, 1, nt, 4, 13, 0.2, 10
- c1ccc(CSc2nnc(-c3cccs3)o2)cc1
  -20, -15, -5, 33, -8, -16, 15, -0.4, -1
- O=C(NCc1ccco1)c1cccnc1Cl
  4, -3, -5, 1, -3, -10, 21, 1.0, -1
- COC(=O)COc1cc(Br)c(/C=C2/SC(=O)N(CC(=O)N3CCCC3)C2=O)cc1OC
  -7, -7, -2, 4, -8, 0, 6, 0.0, 3
- CCN(Cc1ccccc1)N=Nc1ccccc1
  3, -12, 3, 5, nt, -16, 12, 0.2, 4
- COc1ccc(-n2c(=O)c3ccccc3n(Cc3ccccc3F)c2=O)cc1OC
  -16, -10, -2, 0, -8, 8, -4, -0.1, 10
- CCCCn1nnnc1C(c1ccccc1)N1CCN(C(=O)C2CCCO2)CC1 (stereo not given)
  -2, nt, nt, 2, nt, -20, 8, 1.5, nt
- C=CCCC(=O)Nc1ccc(COC(=O)N2CCOCC2)cc1
  -14, -3, -4, 3, 3, -15, 14, 0.0, 3
- O=C(COc1ccc(-n2cnnn2)cc1)Nc1ccc(F)c(F)c1
  27, -8, 2, 3, 10, -9, 5, 1.5, 4
- Cc1ccccc1OCC(=O)Nc1nnc(C2CCCCC2)s1
  -29, 3, -1, 1, -25, -7, 13, 0.7, 6
- CC(=O)Nc1ccc(-c2csc(-c3cccnc3)n2)cc1
  -6, 1, -4, 4, -14, 2, 3, 0.5, 6
- CC12CCC(C(=O)NCc3ccccc3Cl)(OC1=O)C2(C)C (stereo not given)
  -3, -15, -4, -1, -11, -12, 22, 1.2, 8
- O=C(CSc1oc(-c2cccs2)nc1S(=O)(=O)c1ccc(F)cc1)NCC1CCCO1 (stereo not given)
  -9, -15, -3, 0, -1, -10, 3, 0.7, 6
- Cn1c(=O)c2c(nc(Br)n2CCSc2nnnn2-c2ccccc2)n(C)c1=O
  22, -5, -5, 1, 0, 3, -6, 1.3, 3
- CCC(C)NC(=O)C1c2ccccc2C(=O)N1Cc1ccccc1OC (stereo not given)
  11, -5, -2, 0, -9, -4, 8, -0.4, 1
- COc1ccc(CNC(=O)C(C)OC(=O)Cn2cnc3c2c(=O)n(C)c(=O)n3C)cc1 (stereo not given)
  -14, -14, -2, 0, nt, -7, -6, 0.9, 10
- Cn1nc(C(C)(C)C)c(NC(=O)c2ccc(F)cc2)c1C(C)(C)C
  5, -19, -2, 1, -3, 9, -13, 0.1, 13
- O=c1c2ccccc2nc2ccc(N3CCOCC3)nn12
  -1, -8, -2, 4, -4, 7, -6, 0.3, 6
- COc1ccc(C2=C(C=C(C#N)C#N)C(c3ccccc3C)c3ccccc3O2)cc1OC (stereo not given)
  -6, -4, -7, 0, -42, -3, 5, 0.5, -5
- COc1ccc2nc(COC(=O)c3cccs3)c(C(C)=O)[n+]([O-])c2c1
  -30, -10, -2, 1, -9, 5, -2, 1.6, 6

Limited to M1 ag (two entries from above):
SMILES | M1 ag
C=CCCC(=O)Nc1ccc(COC(=O)N2CCOCC2)cc1 | -4
O=C(COc1ccc(-n2cnnn2)cc1)Nc1ccc(F)c(F)c1 | 2

Fetched by structure from above, 2 records:
Values run as follows: TAAR1 antagonist, M1 antag, M1 ag, TAAR1 ag, CHO parental Ca, CHO-K1 Ca antag, M1 PAM parental, M1 ag parental, CHRM1 PAM
- O=C(NCc1ccco1)c1cccnc1Cl
  4, -3, -5, 1, -3, -10, 21, 1.0, -1
- COc1ccc(-n2c(=O)c3ccccc3n(Cc3ccccc3F)c2=O)cc1OC
  -16, -10, -2, 0, -8, 8, -4, -0.1, 10

Assay outcomes as filed in PubChem BioAssay.
